Screening results from PubChem BioAssay.
FUS suppressor – rescues growth of FUS-expressing yeast; Potency, µM (series often up to 76.6 µM), for the others: at the top dose growth rescue (activation), hits mostly activators; hit rate 0.24% among 390,000; S. cerevisiae FUS-expressing, growth rescue, OD600, 24 h;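 further: plate controls were DMSO vehicle for no effect and reference control for full effect; nearly all actives have a fitted effect of over 55% in size; some results filed as inactive show a strong effect at the top dose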
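Cultures pregrown in 2.5% raffinose medium are shifted to minimal medium containing 2% galactose to express toxic FUS. Compounds are tested at several concentrations. After 24hr at 30C, growth is quantified at 600 nm absorbance.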
EPAC1 agonist – EPAC1 (human) agonism; EPAC1 agonist qHTS, biochemical assay; response scale: 100% = response to 6.5 mM cAMP; Potency, µM (doses to about 154 µM), without a hit: at the top dose activation, hits mostly activators; hit rate 0.073% among 360,000; AID 720707; further: nearly all actives have a fitted effect of over 60% in size
Target sequence (O95398 whole entry, looked up): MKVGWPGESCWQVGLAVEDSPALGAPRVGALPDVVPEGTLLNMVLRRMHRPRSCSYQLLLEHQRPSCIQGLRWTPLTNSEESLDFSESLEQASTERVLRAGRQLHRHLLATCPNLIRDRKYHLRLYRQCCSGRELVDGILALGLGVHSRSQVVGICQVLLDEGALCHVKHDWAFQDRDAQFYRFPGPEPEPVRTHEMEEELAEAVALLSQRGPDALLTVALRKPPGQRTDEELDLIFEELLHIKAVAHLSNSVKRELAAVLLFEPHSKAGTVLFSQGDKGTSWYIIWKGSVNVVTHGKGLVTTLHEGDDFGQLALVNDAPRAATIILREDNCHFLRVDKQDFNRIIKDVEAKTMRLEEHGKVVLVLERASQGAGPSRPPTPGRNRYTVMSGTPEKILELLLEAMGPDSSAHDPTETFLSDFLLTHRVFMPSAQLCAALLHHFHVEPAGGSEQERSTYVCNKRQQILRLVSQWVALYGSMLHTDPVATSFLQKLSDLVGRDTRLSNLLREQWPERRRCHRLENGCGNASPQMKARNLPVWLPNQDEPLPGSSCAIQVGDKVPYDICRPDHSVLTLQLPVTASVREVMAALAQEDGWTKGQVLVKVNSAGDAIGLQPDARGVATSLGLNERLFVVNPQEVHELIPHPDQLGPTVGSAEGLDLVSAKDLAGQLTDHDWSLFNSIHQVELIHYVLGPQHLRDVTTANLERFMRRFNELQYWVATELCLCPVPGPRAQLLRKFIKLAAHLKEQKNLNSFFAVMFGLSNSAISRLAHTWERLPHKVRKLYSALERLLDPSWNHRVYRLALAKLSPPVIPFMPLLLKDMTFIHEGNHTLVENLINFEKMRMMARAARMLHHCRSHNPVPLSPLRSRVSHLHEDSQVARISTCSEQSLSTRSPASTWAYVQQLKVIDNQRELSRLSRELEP
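Fluorescent GDP-exchange assay: 100 nM EPAC1 with 250 nM Rap1B preloaded with BODIPY-GDP and 50 uM GDP; compounds tested as concentration series, 5 min at room temperature, then read every 5 min for 30 min (ex 480/em 540 nm); normalized to 6.5 mM cAMP.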
PTHR1 ag – PTHR1 (human) receptor agonism; HEK293 GP2 PTHR1 cells, GloSensor cAMP luminescence, 1 h; Potency, µM (top dose mostly 115 µM), inactives show top-dose activation, usual class: activators; hit rate 0.075% among 410,000; AID 743266; further: nearly all actives have a fitted effect of over 55% in size; some results filed as inactive show a strong effect at the top dose; inactives centre near -15; many of its hits are not listed in these tables
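HEK-293-derived GP2 cells expressing PTHR1 and a GloSensor cAMP reporter, 3,000/well, plated overnight, given luciferin plus IBMX (each 0.5 mM as added) for 1 h at 37 °C, then compound for 1 h at 37 °C. Luminescence was read after 15 min at room temperature.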
EPAC2 ag – EPAC2 (human) agonism | hit rate 0.079% among 360,000 | Potency, µM (titrated, usually from 154 µM), inactives show at the top dose activation, usual class: activators | Q8WZA2 | EPAC2 activation, biochemical qHTS; response scale: 100% = 6.5 mM cAMP response; further: nearly all actives have a fitted effect of over 50% in size
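In this primary screen, activation is scored as increased exchange of BODIPY-GDP from Rap1B by 100 nM EPAC2, with 50 uM GDP as competitor. Signal is normalized to the 6.5 mM cAMP agonist control.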
TDP-43 yeast inh – inhibitors of TDP-43 toxicity in yeast. hit rate 1.8% among 410,000. Potency, µM (top dose mostly 46.1 µM), inactives show top-dose growth rescue (activation), actives largely listed as activators. TDP-43 expressing yeast growth rescue, BacTiter-Glo, 24 h; further: % of control where 0% means no effect; nearly all actives have a fitted effect of over 50% in size
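Yeast expressing TDP-43 (pregrown in raffinose, seeded at OD600=0.02 in galactose medium) exposed to compounds 24 hr at 30 deg C. Growth read by BacTiter-Glo luminescence; rescue of toxicity appears as increased signal.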
EPAC1 antagonist – antagonists of human EPAC1; O95398; EPAC1 GEF assay, Rap1b-BODIPY-GDP exchange fluorescence; Potency, µM (highest dose often 115 µM), without a hit: at the top dose activity change, negative = inhibition, hits mostly inhibitors; hit rate 0.14% among 360,000;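 further: plate controls were vehicle for no effect and positive control for full effect; nearly all actives have a fitted effect of over 50% in size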
aSyn rescue – inhibitors of alpha-synuclein toxicity in yeast | Yeast expressing alpha-synuclein, growth rescue, BacTiter-Glo, 24 h | Potency, µM (highest dose often 46.1 µM), without a hit: at the top dose growth rescue (activation), actives largely listed as activators | hit rate 0.14% among 370,000 | AID 652106; further: % of control where 0% means no effect; nearly all actives have a fitted effect of over 65% in size
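Screening used galactose-induced yeast with toxic alpha-synuclein levels, exposed to compound for 24 hr at 30 deg C. Cell growth, read with BacTiter-Glo luminescence, gave the measured signal.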
EPAC2 antag – blocks human EPAC2 exchange factor | hit rate 0.18% among 360,000 | Potency, µM (highest dose often 114 µM), inactives show at the highest dose activity, negative = inhibition, actives largely listed as inhibitors | EPAC2 GEF exchange of Rap1B-BODIPY-GDP, fluorescence | AID 720708 | Q8WZA2; further: on the % scale 0 is the no-effect control and ±100 the full control effect; nearly all actives have a fitted effect of over 45% in size; many of its hits are not listed in these tables
* = called active by the depositor; i = inactive; ? = inconclusive; . = no result given; & = joins results of further samples; [ ] = another dose, or the depositor's remark. The call rests on the fitted dose curve; in most records, active means well fitted curve in the direction sought with a large enough effect; inconclusive means small, poorly fitted or top-dose-only effect, or another doubt; inactive means no such curve, though single readings can be large; an effect the other way counts as inactive or inconclusive. Potency means the concentration at half of the fitted maximal effect.

The first four records as a preview:
SMILES	FUS suppressor	EPAC1 agonist	PTHR1 ag	EPAC2 ag	TDP-43 yeast inh	EPAC1 antagonist	aSyn rescue	EPAC2 antag
CC1=CC(=O)C2=C(C)C[C@H](O)[C@@H]3[C@H](OC(=O)[C@H]3C)[C@@H]12	-43%	4%	-7%	6%	13%	-12%	-6%	14%
CCOC(=O)c1cc(C)n(CCc2cnc[nH]2)c1C	-15%	4%	i	17%	-1%	-5%	1%	-9%
COC(=O)C1=C(c2cccc3c2S(=O)(=O)c2ccccc2-3)C[C@@H]2CC[C@H]1N2C(=O)N1CCOCC1	14%	-7%	-8%	5%	11%	4%	2%	-7%
CCN(CC)C1=NC(=[N+](CC)CC)c2ccccc21	4%	7%	-41%[inhibitor][57.5 µM]	3%	-3%	8%	0%	-4%

Main list, from the first entry:
SMILES	FUS suppressor	EPAC1 agonist	PTHR1 ag	EPAC2 ag	TDP-43 yeast inh	EPAC1 antagonist	aSyn rescue	EPAC2 antag
CC1=CC(=O)C2=C(C)C[C@H](O)[C@@H]3[C@H](OC(=O)[C@H]3C)[C@@H]12	-43%	4%	-7%	6%	13%	-12%	-6%	14%
CCOC(=O)c1cc(C)n(CCc2cnc[nH]2)c1C	-15%	4%	i	17%	-1%	-5%	1%	-9%
COC(=O)C1=C(c2cccc3c2S(=O)(=O)c2ccccc2-3)C[C@@H]2CC[C@H]1N2C(=O)N1CCOCC1	14%	-7%	-8%	5%	11%	4%	2%	-7%
CCN(CC)C1=NC(=[N+](CC)CC)c2ccccc21	4%	7%	-41%[inhibitor][57.5 µM]	3%	-3%	8%	0%	-4%
CC(C)(C)C(=O)N1Cc2ccccc2-n2nncc2C1	-20%	-15%	i	6%	14%	-5%	-8%	3%
CCOC(=O)c1cc(C(O)(C(=O)OC)C(F)(F)F)c(/N=C/N(C)C)o1 (configuration not stated)	20%	-4%	i	5%	8%	1%	1%	0%
Cc1ccccc1-c1nc(CS(=O)CC(=O)N2CCC3(CC2)OCCO3)c(C)o1 (configuration not stated)	22%	5%	i	6%	7%	3%	0%	-6%
CCOC(=O)c1cncn1C(C)c1ccccc1 (configuration not stated)	-28%	-17%	-16%	10%	7%	2%	-5%	-16%
Nc1c(Br)cc(Br)cc1CNC1CCC(O)CC1 (configuration not stated)	-32%&-29%	-15%&-34%	-9%&-31%	6%&6%	?	-12%&-4%	2%&8%	6%&23%
C[C@H]1O[C@H]1P(=O)(O)O	-46%[inhibitor]	-29%	-25%	2%	1%	4%	-4%	9%
CCN(CC)CCCN=C(C)c1c(O)n(C2CCCCC2)c(=O)[nH]c1=O	32%	16%	-23%	11%	-23%	0%	?	6%
COC(=O)NC(=S)Nc1ccccc1NC(=S)NC(=O)OC	-23%	-12%	14%	4%	14%	-6%	8%	-10%
CC(=NCCC1=CCCCC1)c1c(O)n(C)c(=O)n(C)c1=O	3%	6%	-17%	4%	?	-5%	-4%	-2%
COc1ccc(C2NCCc3[nH]cnc32)cc1 (configuration not stated)	19%	4%	-15%	-1%	8%	-22%	-1%	-5%
NC(Cc1ccccc1Cl)c1nn[nH]n1 (configuration not stated)	-10%	-12%	-8%	-4%	28%	12%	-3%	4%
CN1CCC2(CC1)NC(=O)c1ccccc1N2	-4%	10%	-12%	8%	-4%	15%	-10%	2%
COc1cc(OC)c(OC)cc1CN1CCN(C(=O)Cc2ccccc2)CC1	-3%	5%	-21%	6%	10%	3%	-1%	5%
Cc1c(C(=O)N2CCC3(CC2)OCCO3)oc2ccc(S(=O)(=O)N3CCOCC3)cc12	1%	-4%	i	3%	3%	3%	-5%	-2%
Cc1nn(Cc2ccccc2)c(Cl)c1C(=O)OCC(=O)N1CCCC1	1%	-10%	i	0%	-16%	-7%	0%	0%
CCCCC/C(=N/O)c1c(C)[nH]c2ccccc12	17%	2%	-4%	0%	10%	-18%	10%	?
Cc1cccc(N/N=C/c2c(O)[nH]c(=S)[nH]c2=O)c1	19%	-11%	-6%	9%	21%	-8%	9%	12%
CCn1c(O)c(C(c2ccccn2)c2c(O)n(CC)c(=S)[nH]c2=O)c(=O)[nH]c1=S	24%	2%	-8%[57.5 µM]	1%	11%	5%	3%	1%
C=CCN1C(=O)/C(=C\c2ccc(N3CCOCC3)o2)C(=O)NC1=S	.	15%	-14%	26%	13%	6%	-18%	17%
N=C1c2ccccc2CN1NC(=O)c1ccc(Br)cc1	.	2%	i	-1%	-8%	?	-1%	-12%
O=C(Cn1cc(C(=O)c2ccccc2F)c2ccccc21)NCc1ccco1	25%	2%	-4%[57.5 µM]	9%	-15%	-3%	-8%	-1%
CC(=NCC1CCCO1)c1c(O)n(C2CCCCC2)c(=O)[nH]c1=O (configuration not stated)	10%	10%	i	8%	14%	3%	-1%	0%
CCCOc1ccccc1C1SCC(=O)Nc2c1c(=O)[nH]n2C(C)CCC (configuration not stated)	-21%	0%	-9%[57.5 µM]	-8%	24%	-4%	1%	0%
CCOc1cccc(OCC)c2c(C)[n+](CC3CCCO3)c(C)c1-2 (configuration not stated)	43%	-10%	-24%	25%	14%	?	0%	4%
Cc1cc(C(=O)NP(=O)(N2CCOCC2)N2CCOCC2)c(C)n1C1CC1	-6%	13%	i	3%	0%	5%	1%	4%
CCCCn1nnnc1C(c1cccc2ccccc12)N1CCC2(CC1)C(=O)NCN2c1ccccc1 (configuration not stated)	10µM*	-8%	0%	14%	-9%	-20%	12%	-17%
COC(=O)C1=C(c2ccccc2)C[C@@H]2CC[C@H]1N2C(=O)NCc1cccc2ccccc12	43%	5%	-26%	13%	?	-7%	0%	-15%
C[C@](N)(CCP(=O)(O)O)C(=O)O	-25%	-2%	-12%	6%	9%	-7%	-2%	-10%
CCC1(OC(=O)CN)C(=O)OCc2c1cc1n(c2=O)Cc2cc3ccccc3nc2-1 (configuration not stated)	27%	4%	i	19%	27%	-22%	3%	0%
O=C(NCCN1CCC2(CC1)C(=O)NCN2c1cccc(F)c1)c1ccc2ccccc2c1	1%	-1%	-9%	6%	23%	4%	-31%[inhibitor]	4%
O=c1c2ccc(Cl)cc2[nH]c(=S)n1-c1cccnc1	31%	2%	-15%	7%	-10%	-1%	1%	9%
O=C1NC(=O)C(=CN2CCc3ccccc32)C(=O)N1	.	3%	-31%	7%	0%	10%	8%	-1%
COc1ccc(N2C(=O)CC(N3CCC(n4c(=O)[nH]c5ccccc54)CC3)C2=O)cc1 (configuration not stated)	20%	-4%	-23%[57.5 µM]	7%	-2%	8%	-1%	8%
CC=C(C)C1(CCC)C(=O)NC(=S)NC1=O	.	6%	i	2%	?	3%	2%	7%
CCOC(=O)c1c(-n2c(C)cc(/C=C3/C(=O)NC(=O)N(CC)C3=O)c2C)sc2c1CCCC2	7%	3%	-25%[57.5 µM]	5%	-3%	-18%	-6%	5%
COc1ccc(-c2nn(Cc3ccccc3)cc2C(=O)NC2CC2)cc1OC	14%	5%	i	0%	7%	-2%	3%	-3%
COc1cc(C2(C#N)CCN(C)CC2)cc(OC)c1OC	-6%	-2%	-18%	9%	-18%	1%	1%	-13%
N[C@H](CO)Cc1ccccc1	-37%	-3%	-15%	8%	19%	4%	-2%	-5%
Cc1nn(Cc2ccccc2)c(C)c1C=C1C(=O)NC(=O)NC1=O	-4%	-3%	i	5%	12%	-5%	0%	-12%
Cc1c(C)c2ccc(OCC(=O)N3C[C@H]4C[C@@H](C3)c3cccc(=O)n3C4)c(C)c2oc1=O	-3%	2%	-5%	6%	10%	-9%	7%	-24%
CC(C)OCC(O)CN1CC2C[C@@H](C1)Cn1c2cccc1=O (some centres not stated)	-21%	3%	-58%[inhibitor]	-2%	17%	-13%	8%	-8%
N[C@@]1(C(=O)O)CC[C@@H](C(=O)O)C1	-36%	-22%	10%	12%	5%	14%	-5%&-1%	3%
Cc1nn(Cc2ccccc2)c(Cl)c1C(=O)O	8%	2%	-5%	1%	4%	-6%	2%	18%
CCOC(=O)[C@]12Cc3ccsc3[C@H]1N(Cc1ccccc1)C(=O)c1ccccc12	26%	-4%	-6%	13%	25%	-7%	-2%	?
CCCN(CC1CC1)CC(O)c1ccccc1 (configuration not stated)	-7%	-8%	i	1%	12%	2%	0%	-5%
CN1C(=O)/C(=C\c2ccc(N3CCCCCC3)cc2)C(=O)NC1=S	12%	17%	-20%	5%	7%	1%	-1%	-4%
CN1CCN(c2ncnc3nc[nH]c23)CC1	-43%	-4%	-51%[inhibitor]	2%	21%	9%	5%	-1%
Cc1cccc(NC(=O)N2C[C@H]3C[C@@H](C2)c2cccc(=O)n2C3)c1	-12%	0%	i	3%	18%	3%	-3%	5%
COc1ccc(C(=O)CN2CCOCC2)cc1F	.	10%	-23%	7%	15%	-2%	4%	3%
CN1CCN(CCC(=O)OC2CC3CCC(C2)N3C)CC1 (configuration not stated)	-7%	0%	11%[57.5 µM]	14%	15%	-4%	1%	11%
O=C(c1cc(S(=O)(=O)N2CCOCC2)ccc1F)N1CCC2(CC1)OCCO2	3%	4%	-15%	13%	-30%	9%	3%	16%
CCN1c2nc3ccccn3c(=O)c2CC2(C(=O)N(C)C(=O)N(C)C2=O)C1C (configuration not stated)	-3%	7%	-14%[57.5 µM]	3%	-14%	-7%	0%	4%
O=c1[nH]c(=S)n(C2CCCCC2)c(O)c1/C=N/N1CCOCC1	22%	6%	-18%	6%	18%	-1%	11%	-7%
COC(=O)C1=C(c2ccc(S(C)(=O)=O)cc2)C[C@@H]2CC[C@H]1N2C(=O)NC1CCCCC1	3%	-18%	-2%	8%	5%	9%	-1%	2%
O=[N+]([O-])c1ccc(Cl)c([N+](=O)[O-])c1	-39%	-24%	-42%[inhibitor]	5%	11µM*	?	3%&-14%	24%
O=C1NC(=S)N(c2ccc(Br)cc2)C(=O)/C1=C/N1CCN(C(=O)c2ccco2)CC1	-10%	13%	i	7%	8%	-7%	3%	-6%

Fetched one by one from the list above, 2 records:
SMILES	FUS suppressor	EPAC1 agonist	PTHR1 ag	EPAC2 ag	TDP-43 yeast inh	EPAC1 antagonist	aSyn rescue	EPAC2 antag
O=C1NC(=O)C(=CN2CCc3ccccc32)C(=O)N1	.	3%	-31%	7%	0%	10%	8%	-1%
CCN(CC)C1=NC(=[N+](CC)CC)c2ccccc21	4%	7%	-41%[inhibitor][57.5 µM]	3%	-3%	8%	0%	-4%

Not all compounds are listed; the hit share may differ from the screen's.
